# High-throughput results: PubChem, several laboratories
# STAT3 activator – increases IL-6 driven STAT3 reporter signal; hit rate 0.91% among 190,000; activation (% of control), % at 5.6 µM; AID 871; U3A cells, IL-6 STAT3-luciferase reporter, luminescence; 100% = signal with IL-6 EC80 alone;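 active = activation above the screen-wide mean of compound activation plus 3 SD, cut at about 130% in these data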;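 note: 0% = background luminescence of wells with medium and substrate only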
#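 Material: STAT3-luciferase reporter U3A cells; Probe or stimulus: IL-6 (33 ng/mL); Incubation: compound pre-incubation 1 h before IL-6, then 6 h stimulation at 37 °C; Technique: luminescence from STAT3-driven luciferase reporter; Evaluation: % activation versus median of IL-6-stimulated wells; Controls: IL-6-only high control.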
# STAT3 inh – STAT3 signaling inhibition; U3A cells, IL-6 STAT3-luciferase reporter, luminescence; host cell line lacks STAT1; inhibition, % at 5.5 µM; hit rate 0.89% among 190,000; AID 862;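 active = inhibition above the mean inhibition across all screened compounds plus 3 SD, cut at about 44% in these data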;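 note: 0% = DMSO only wells and 100% = 100 µM nifuroxazide control wells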
# APP 5'UTR act – APP 5'UTR luciferase reporter activation; SH-SY5Y APP 5'UTR luciferase reporter, luminescence; zero percent = DMSO vehicle wells; activation, % at 2 µM; hit rate 1% among 190,000; AID 1276;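 active = activation above a set limit, based on mean plus 3 SD of controls, cut at about 140% in these data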; note: values of inactives mirror those of a sister screen read the other way
# NF-kB expr up – NF-kB expression increase, human neuronal cells | hit rate 1.6% among 190,000 | fold change at 12.5 µM | NF-kB reporter expression; hits give high values; in the data active = fold change above about 3.3
# APP 5UTR inh – APP translation inhibition | SH-SY5Y APP 5'UTR-luciferase reporter, luminescence | inhibition, % at 2 µM | hit rate 0.82% among 190,000;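 active = inhibition above a set limit, derived from the sample mean plus 3 SD, cut at about 45% in these data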; note: values of inactives mirror those of a sister screen read the other way
# STAT1 blocker – reduces IFN-gamma driven STAT1 reporter signal. NIH 3T3 STAT1-luciferase reporter, luminescence. inhibition, % at 5.5 µM. hit rate 0.35% among 200,000. AID 920;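 active = inhibition above a set limit, the mean inhibition across all tested compounds plus 3 SD, cut at about 34% in these data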;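 note: 0% = IFN-gamma with DMSO and 100% = IFN-gamma with 300 µM nifuroxazide; values of inactives mirror those of a sister screen read the other way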
# FLuc inh counter – Photinus pyralis luciferase inhibition counter-screen; P08659; ATPLite firefly luciferase biochemical luminescence, 10 min; inhibition, % at 10 µM; hit rate 1.5% among 200,000; AID 1006;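 active = inhibition above about 50% when tested at 10 µM, limit read from the data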
# Target sequence (P08659 whole entry, looked up): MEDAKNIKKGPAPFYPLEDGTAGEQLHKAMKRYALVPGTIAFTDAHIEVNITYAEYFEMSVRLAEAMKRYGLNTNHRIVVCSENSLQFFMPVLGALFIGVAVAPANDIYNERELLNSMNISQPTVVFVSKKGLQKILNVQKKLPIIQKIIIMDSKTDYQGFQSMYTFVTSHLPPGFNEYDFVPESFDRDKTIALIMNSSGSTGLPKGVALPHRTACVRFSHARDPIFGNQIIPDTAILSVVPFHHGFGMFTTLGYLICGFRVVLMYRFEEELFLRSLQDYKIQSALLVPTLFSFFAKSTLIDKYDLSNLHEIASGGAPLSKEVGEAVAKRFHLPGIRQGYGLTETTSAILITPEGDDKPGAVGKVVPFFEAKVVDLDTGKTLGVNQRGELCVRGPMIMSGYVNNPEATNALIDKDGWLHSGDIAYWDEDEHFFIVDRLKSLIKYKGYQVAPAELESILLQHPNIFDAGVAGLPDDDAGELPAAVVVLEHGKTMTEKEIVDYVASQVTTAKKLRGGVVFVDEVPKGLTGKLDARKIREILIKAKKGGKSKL
# Hsp70 act – switches on Hsp70 transcription; hit rate 0.04% among 200,000; AID 1203; activation, % at 10 µM; HeLa Hsp70 promoter luciferase reporter, luminescence; scaled: vehicle 0, proteasome-inhibitor control 100%;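 active = activation above the mean across all tested compounds plus 3 SD, cutoff set per campaign, cut at about 5.5% in these data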;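 note: 100% = MG132 at 30 µM as the positive control and 0% = DMSO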
# RAM network inh – inhibitors of the yeast RAM network; S. cerevisiae dse1pr::URA3 reporter, 5-FOA growth OD615, 2 d; analog-sensitive cbk1-as2 kinase mutant strain; inhibition, % at 50 µM; hit rate 1.8% among 190,000;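 active = inhibition above a set limit, 3 SD over mean compound inhibition, cut at about 8.4% in these data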;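 note: 0% = DMSO-only wells with no growth and 100% = 10 µM 1-NA-PP1 full growth; inhibition rescues growth on 5-FOA so higher OD means more RAM inhibition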
# STAT1 activator – STAT1 signaling activation; hit rate 2.6% among 200,000; activation (% of control), % at 5.5 µM; AID 932; NIH 3T3 STAT1-luciferase reporter, IFN-gamma, luminescence; 100% = IFN-gamma alone, no compound;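 active = activation above the screen-wide mean activation plus 3 SD, cut at about 130% in these data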;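 note: raw ratio to IFN-gamma control signal so 100% means no change and 0% no light; values of inactives mirror those of a sister screen read the other way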
# An asterisk follows results filed as active; · = no result given.
(1) CC(C(=O)Nc1sc2c(c1C(=O)NCc1ccco1)CCCC2)N1C(=O)c2ccccc2C1=O (configuration not stated)
(2) CSc1cccc(NC(=O)COc2cccc3ccccc23)c1
(3) COCCN(CC(=O)NC1CCCCC1)C(=O)/C=C/C(=O)c1ccc(OC)cc1O
(4) CC(C)n1nnnc1SCC(=O)NCc1ccco1
(5) O=C(NCc1cccc(F)c1)C1CCN(C(=O)c2sccc2-n2cccc2)CC1
(6) COc1cc(SC#N)ccc1N=Cc1c(C)[nH]n(-c2ccc(Cl)cc2)c1=O

assay / entry	1	2	3	4	5	6
STAT3 activator	96	86	101	103	97	144*
STAT3 inh	5	17	4	-2	14	-52
APP 5'UTR act	·	-10	-93	19	-1	-2
NF-kB expr up	1.4	1.1	0.31	1.1	1.1	1
APP 5UTR inh	·	10	93*	-20	1	2
STAT1 blocker	3	0	5	-4	7	-5
FLuc inh counter	-11	-6	-1	·	-4	1
Hsp70 act	-0.4	-0.5	0.1	-0.3	0.1	0.1
RAM network inh	7.4	4.3	4.8	0.8	2.7	0.8
STAT1 activator	100	100	95	104	92	104

(7) Cc1cccc(N=C2NC(=O)/C(=C/C=C/c3ccco3)S2)c1
(8) Cc1noc(C)c1S(=O)(=O)N1CCN(Cc2ccc3c(c2)OCO3)CC1
(9) C=C(C)COc1ccc(-c2n[nH]c(C)c2-c2ccc(OC)cc2)c(O)c1
(10) COc1ccc(S(=O)(=O)Nc2ccc3c(c2)n(C)c(=O)n3C)cc1
(11) O=C(c1cccc(S(=O)(=O)N2CCCC2)c1)N1CCN(c2ncccn2)CC1
(12) Cc1ccccc1NC(=O)Cn1nnc2ccccc21

assay / entry	7	8	9	10	11	12
STAT3 activator	101	104	103	88	103	102
STAT3 inh	1	1	1	22	0	-1
APP 5'UTR act	-2	-1	-5	13	10	9
NF-kB expr up	1.4	1	0.95	1.3	1.4	0.93
APP 5UTR inh	2	1	5	-13	-10	-9
STAT1 blocker	7	5	1	23	10	-1
FLuc inh counter	0	-5	-4	-8	-4	-5
Hsp70 act	-0.2	-0.2	-0.6	-0.1	-0.4	-0.2
RAM network inh	2.8	1.0	4.4	1.6	-0.3	-0.6
STAT1 activator	94	96	99	79	91	99

(13) CCN1CCN(C(=O)C(C)Nc2cc(Cl)c(OC)cc2OC)CC1 (configuration not stated)
(14) CCc1ccc(NC(=O)C2C3/C=C\CCCCC32)cc1 (configuration not stated)
(15) O=C(NC1CCCC1)C(=O)N(Cc1cccnc1)C(C(=O)NCC1CCCO1)c1ccco1 (configuration not stated)
(16) CCCC(=O)NC(Nc1ccc(S(=O)(=O)Nc2cc(C)on2)cc1)(C(F)(F)F)C(F)(F)F
(17) CCOC(=O)C1CCN(C(=O)CSc2ccccc2Cl)CC1
(18) CCOC(=O)N1CCN(C(=O)CSCC(=O)Nc2nc(-c3ccccc3)cs2)CC1

assay / entry	13	14	15	16	17	18
STAT3 activator	99	95	99	100	98	100
STAT3 inh	3	14	8	4	10	4
APP 5'UTR act	4	71	12	8	5	10
NF-kB expr up	1.2	1.9	1.8	1	1	1.7
APP 5UTR inh	-4	-71	-12	-8	-5	-10
STAT1 blocker	0	-16	6	-1	1	1
FLuc inh counter	-5	5	-11	·	-7	-5
Hsp70 act	-0.1	0.7	0.0	-0.1	0.3	-0.3
RAM network inh	0.9	3.4	-0.2	0.9	3.5	-1.1
STAT1 activator	97	115	93	101	98	99

(19) Cc1c(C(=O)NCc2ccc3c(c2)OCO3)oc2ccc(Br)cc12
(20) Cc1cc(C)n(-c2nc3c(c(=O)[nH]c(=O)n3C)n2CC(O)COc2ccccc2C)n1 (configuration not stated)
(21) Cc1nn(Cc2ccc(F)cc2)c(C)c1NC(=O)c1cnn2c1NC(c1ccccc1)CC2C(F)(F)F (configuration not stated)
(22) CCCCOC(=O)Nc1ccc(S(=O)(=O)Nc2cc(C)nc(C)n2)cc1
(23) Cc1c(C(c2cccc(O)c2)c2c(C)n(C)n(-c3ccccc3)c2=O)c(=O)n(-c2ccccc2)n1C
(24) COc1cc(Br)cc(C2C3=C(CCCC3=O)N(c3ccc(F)cc3)C3=C2C(=O)CCC3)c1O

assay / entry	19	20	21	22	23	24
STAT3 activator	106	101	96	101	117	108
STAT3 inh	-7	3	11	-2	-18	-4
APP 5'UTR act	-8	-16	0	12	2	0
NF-kB expr up	1.1	0.85	0.72	0.97	1.1	0.65
APP 5UTR inh	8	16	0	-12	-2	0
STAT1 blocker	-4	1	8	-6	-1	-1
FLuc inh counter	-9	-5	-3	-5	-9	-3
Hsp70 act	-0.3	-0.1	-0.5	-0.3	-0.2	0.0
RAM network inh	7.2	-0.9	1.6	2.7	1.6	2.4
STAT1 activator	103	99	93	103	101	99

(25) NC(=O)c1ccsc1NC(=O)c1ccco1
(26) Cc1ccc(C2=NNC(C(O)C(O)C(O)C(O)CO)S2)cc1 (configuration not stated)
(27) O=C(CN1C2=NCCN2c2ccccc21)c1ccco1
(28) O=C(O)c1cc(-c2ccccc2Cl)n[nH]1
(29) N/C(=N\OC(=O)COc1ccc(Cl)cc1Br)c1cccnc1
(30) COc1ccc(N2CCN(C(=N)/C(C(C)=O)=C(\C)O)CC2)cc1

assay / entry	25	26	27	28	29	30
STAT3 activator	97	98	99	102	104	100
STAT3 inh	12	1	4	-2	2	4
APP 5'UTR act	9	15	19	-15	87	-21
NF-kB expr up	1.2	2	1.3	0.94	2.9	1
APP 5UTR inh	-9	-15	-19	15	-87	21
STAT1 blocker	-9	-19	12	4	-54	-1
FLuc inh counter	4	7	-12	4	26	-6
Hsp70 act	-0.1	-0.3	-0.3	-0.1	0.1	-0.4
RAM network inh	-0.1	1.0	0.0	0.6	2.4	2.7
STAT1 activator	108	117	89	96	146*	101

(31) O=C(CCS(=O)(=O)c1ccccc1)Nc1ccc(-c2nc3ccccc3s2)cc1
(32) COn1c(SCC(=O)N(C)C)nc2ccccc2c1=O
(33) O=C(Cn1cnc2nc3n(c2c1=O)CCC3)NCc1ccccc1
(34) Nc1nnc(SCCOc2ccccc2)s1
(35) Cc1cccc(NC(=O)C2(c3cccs3)CCOCC2)n1
(36) O=C(CN1CCCCCC1=O)N1CCN(S(=O)(=O)c2cccs2)CC1

assay / entry	31	32	33	34	35	36
STAT3 activator	65	97	91	90	98	94
STAT3 inh	43	9	10	16	2	11
APP 5'UTR act	170*	-7	-9	4	13	7
NF-kB expr up	7.2*	1	0.99	1.6	1	0.85
APP 5UTR inh	-170	7	9	-4	-12	-7
STAT1 blocker	-71	2	-4	-2	-3	2
FLuc inh counter	0	-2	-1	-3	-4	-4
Hsp70 act	-0.2	-0.4	-0.1	-0.4	-0.4	-0.3
RAM network inh	4.2	0.9	0.9	0.1	2.3	1.3
STAT1 activator	165*	98	104	102	103	97

(37) Cc1ccc(NC(=O)CCn2nc(C)cc2C)c(C)c1
(38) CCOC(=O)c1c(NC(=O)C2C3CCC(O3)C2C(=O)O)sc(C)c1-c1ccc(C)cc1 (configuration not stated)
(39) COc1ccc(-c2cc(=O)c3cc(O)ccc3o2)cc1
(40) COc1cc(C(=O)COC(=O)CNC(=O)C2CCCCC2)cc(OC)c1OC
(41) Cc1nn(CC(=O)Nc2cc(S(=O)(=O)N(C)C)ccc2Cl)c(C)c1[N+](=O)[O-]
(42) CC1CCCN(C(=O)CNC(=O)Cn2ccc3ccccc3c2=O)C1 (configuration not stated)

assay / entry	37	38	39	40	41	42
STAT3 activator	98	103	·	105	107	102
STAT3 inh	7	6	·	0	-8	3
APP 5'UTR act	38	1	129	1	0	-8
NF-kB expr up	1.1	1.4	6.5*	0.87	1.2	0.95
APP 5UTR inh	-38	-1	-129	-1	0	8
STAT1 blocker	3	-3	-51	-2	-6	-3
FLuc inh counter	-3	-7	54*	-6	-5	-2
Hsp70 act	-0.2	-0.1	-0.2	-0.4	0.1	0.0
RAM network inh	2.2	5.5	1.9	-1.7	1.8	-0.7
STAT1 activator	99	101	145*	102	105	102

(43) Cc1c(C(=O)Nc2nc3ccccc3[nH]2)oc2c(Cl)cccc12
(44) CCOC(=O)N1CCN(c2cc(C)c(C(C)=O)cc2F)CC1
(45) Cc1ccc(C(F)(F)F)cc1NC(N)=S
(46) CC1=C(C(=O)OCc2ccccc2)C(c2ccsc2)C(C#N)=C(N)O1 (configuration not stated)
(47) COC(=O)c1ccc(NC(=O)C2CC2)o1
(48) CCOc1ccccc1N1CCN(C(=S)NCc2ccccc2)CC1

assay / entry	43	44	45	46	47	48
STAT3 activator	143*	91	102	107	98	99
STAT3 inh	-46	15	0	-6	9	10
APP 5'UTR act	47	8	3	-3	20	2
NF-kB expr up	1.7	0.99	1.1	1.4	1	0.93
APP 5UTR inh	-47	-8	-3	3	-20	-2
STAT1 blocker	-6	-3	-2	19	4	9
FLuc inh counter	8	-4	-3	-12	-4	-1
Hsp70 act	-0.3	-0.4	-0.1	0.0	-0.4	0.1
RAM network inh	2.5	2.2	1.4	3.5	-0.6	-0.7
STAT1 activator	105	103	102	83	97	92

(49) C=CCc1ccc(OC(=O)c2ccccc2)c(OC)c1
(50) O=C(CCCc1ccccc1)Nc1nnc(C(F)(F)F)s1
(51) CCC1CCCCN1C(=O)N[C@@H](CCSC)C(=O)OC (some centres not stated)
(52) C=CCOc1ccc(C2c3c(oc4ccccc4c3=O)C(=O)N2CCCN2CCOCC2)cc1 (configuration not stated)
(53) COc1ccc(C(=O)Nc2cnc3ccccn3c2=O)cc1
(54) CCOC(=O)c1cc(=O)n2nc(-c3ccc(C)cc3)nc2s1

assay / entry	49	50	51	52	53	54
STAT3 activator	·	106	102	98	84	103
STAT3 inh	·	-2	2	7	25	0
APP 5'UTR act	19	1	4	20	72	-3
NF-kB expr up	1.1	1	1	1.2	2.4	1.1
APP 5UTR inh	-19	-1	-4	-20	-72	3
STAT1 blocker	7	-3	2	-5	-45	1
FLuc inh counter	2	-9	-10	-8	13	8
Hsp70 act	-0.1	-0.1	0.1	-0.1	0.0	-0.5
RAM network inh	1.1	3.6	0.1	0.8	1.3	-0.7
STAT1 activator	93	100	98	104	140*	99
